# Compound activity: PubChem, several laboratories
# NSD2 inh = NSD2 histone methyltransferase inhibitors, primary screen, biochemical, AlphaScreen, single concentration, set 2. 310,000 compounds, 0.54% hits. Histone-lysine N-methyltransferase NSD2 (Homo sapiens), O96028. AID 743445, 2014. NSD2 peptide methylation, 120 min. inhibition, % at 12.5 µM; in the data active = inhibition above about 50%
# C-LANA FP = inhibitors of KSHV C-LANA binding to DNA, primary screen, biochemical, fluorescence polarization, FAM-LBS DNA, MBP-C-LANA, single point; 340,000 compounds, 0.078% hits; inhibition, % at 9 µM; Kaposi's sarcoma herpesvirus LANA C-terminal domain (residues 932-1162) DNA binding;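 active = highest replicate inhibition at or above 60% at 9 µM, even if other replicates fall short; inactive = all replicates below 60% inhibition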;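 note: 0% = neutral control wells and 100% = 4 µM acridine orange control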
# PvdQ inh = P. aeruginosa PvdQ acylase inhibitors, primary screen, biochemical, fluorescence, plate reader and imaging, single point. inhibition, % at 10 µM. AID 488965, 2010. PvdQ acylase [Pseudomonas aeruginosa LESB58]. 340,000 compounds, 0.063% hits. purified PvdQ acylase; in the data active = inhibition above about 30%, passing the limit was not always enough;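 note: 0% = vehicle neutral wells and 100% = reference inhibitor wells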
# SR-BI HDL uptake = inhibitors of SR-BI mediated HDL lipid uptake, primary screen, ldlA[mSR-BI] cells, fluorescence, single point | Scavenger receptor class B member 1 (Mus musculus), Q61009 | ldlA[mSR-BI] CHO cells, DiI-HDL uptake fluorescence, 3 h | inhibition, % at 12.5 µM | 320,000 compounds, 0.96% hits;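 active = mean replicate inhibition of at least 70% and a set share of replicates each scoring 70 or more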;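 note: 0% = median of neutral control wells and 100% = median of positive control wells; values of inactives mirror those of a sister screen read the other way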
# PKA-R2B act = activators of PKA-R2B holoenzyme, primary screen, biochemical, fluorescence polarization, Cy5-IP20, human; cAMP-dependent protein kinase catalytic subunit beta (Homo sapiens) + cAMP-dependent …; PKA-R2B holoenzyme dissociation; R2B truncated from residue 108, S112A mutant; 0% DMSO only, 100% 113 µM cGMP; activation, % at 11.4 µM; 340,000 compounds, 0.079% hits; AID 504700, 2011;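 active = activation above a cutoff set at the mean over all compounds plus 3 SD, cut at about 18% in these data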;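 note: higher means more holoenzyme dissociation and a rise in polarization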
# Arrestin-AP2 inh = inhibitors of beta-arrestin/AP2 binding, primary screen, biochemical, GPCR trafficking, flow cytometry; beta-arrestin 1 C-terminal peptide binding to AP2 beta2-adaptin appendage (human); FITC-arrestin peptide / GST-AP2 beads; AP2 beta2 appendage carries R879A mutation; inhibition, % at 10 µM; 340,000 compounds, 0.31% hits; AID 504490, 2011;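 active = inhibition above a set limit, near 3 SD of compounds lacking own fluorescence, cut at about 54% in these data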;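 note: plate controls were DMSO wells for no effect and 5 µM unlabelled arrestin peptide for full effect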
#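 System: GST-AP2 R879A bound to glutathione beads, E. coli-expressed. Also added: 50 nM FITC-arrestin peptide. Schedule: compound with beads 12 min RT, then probe 1 h RT. Signal: bead flow cytometry, FITC channel. Read-out basis: percent response.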
# SR-BI uptake up = activators of SR-BI mediated DiI-HDL uptake, primary screen, ldlA[mSR-BI] CHO cells, DiI fluorescence. 3 h; 100 = double the neutral-control signal. activation, % at 12.5 µM. 320,000 compounds, 0.096% hits;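 active = mean replicate activation of at least 60% and every replicate at or above 60%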;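 note: 0% = median plate neutral-control signal and 100% = twice that signal; values of inactives mirror those of a sister screen read the other way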
#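 Test system: SR-BI-overexpressing, LDLR-lacking CHO cells; Also added: labelled HDL, 10 µg/mL; Measured by: bottom-read cell fluorescence after medium removal, ex 550/em 595 nm; Timing: 3 h uptake period with compound, 37 °C; Buffer or medium: F12, 0.5% BSA, 25 mM HEPES; Doses: single compound concentration, delivered by pin transfer.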
# Keap1-Nrf2 PPI = Keap1-Nrf2 protein-protein interaction inhibitors, primary screen, biochemical, fluorescence polarization, single point. inhibition, % at 9.4 µM. Keap1 Kelch-Nrf2 peptide fluorescence polarization, 1536-well. 340,000 compounds, 0.15% hits; in the data active = inhibition above about 12%;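 note: human Keap1 Kelch domain with fluorescein labeled Nrf2 9mer peptide probe; 0% = neutral control wells and 100% = peptide positive control; higher means more block of Keap1 binding to Nrf2 peptide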
# RTF Ca sens inh = cardiac RTF calcium sensitivity inhibitors, primary screen, biochemical, IANBD-TnC fluorescence, EC70 calcium. Troponin I, cardiac muscle (Homo sapiens) + Troponin T, cardiac muscle (Homo sapiens) + …. IANBD-labeled cardiac RTF, Ca2+ fluorescence. inhibition, % at 7.15 µM. 340,000 compounds, 0.12% hits;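 active = inhibition above the mean inhibition of all tested compounds plus 3 SD, cut at about 17% in these data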;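 note: assay run at fixed EC70 calcium of 1.6 mM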
# DAGLB inh = DAGLB lipase inhibitors, primary screen, biochemical, fluorescence, HTS; HEK293T DAGLB membrane lysate, EnzChek fluorogenic substrate; inhibition, % at 5.17 µM; AID 504411, 2011; Diacylglycerol lipase-beta (Homo sapiens), Q8NCG7; 340,000 compounds, 0.059% hits; in the data active = inhibition above about 34%;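 note: 0% = enzyme with vehicle and 100% = wells lacking enzyme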
# Target sequence (Q8NCG7 whole entry, looked up): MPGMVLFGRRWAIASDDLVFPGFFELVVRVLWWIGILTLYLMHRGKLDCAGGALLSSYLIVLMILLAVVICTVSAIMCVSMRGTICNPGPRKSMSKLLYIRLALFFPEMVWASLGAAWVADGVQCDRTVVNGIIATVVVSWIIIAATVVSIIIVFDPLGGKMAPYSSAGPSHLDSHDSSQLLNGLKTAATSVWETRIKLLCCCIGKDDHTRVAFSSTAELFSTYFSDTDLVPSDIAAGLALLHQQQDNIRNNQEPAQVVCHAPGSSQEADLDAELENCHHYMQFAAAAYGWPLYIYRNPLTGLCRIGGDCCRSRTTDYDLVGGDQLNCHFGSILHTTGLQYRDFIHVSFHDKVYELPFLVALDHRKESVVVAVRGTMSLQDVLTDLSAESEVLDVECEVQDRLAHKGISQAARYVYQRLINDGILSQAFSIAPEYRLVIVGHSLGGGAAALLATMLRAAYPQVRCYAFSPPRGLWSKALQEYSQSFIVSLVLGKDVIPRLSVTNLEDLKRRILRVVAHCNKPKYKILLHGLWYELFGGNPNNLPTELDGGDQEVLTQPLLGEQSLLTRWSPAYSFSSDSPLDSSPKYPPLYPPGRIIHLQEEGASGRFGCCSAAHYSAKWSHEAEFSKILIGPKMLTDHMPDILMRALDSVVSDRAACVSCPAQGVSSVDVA
# * hit, by the source's call; . = no result given.
compound,NSD2 inh,C-LANA FP,PvdQ inh,SR-BI HDL uptake,PKA-R2B act,Arrestin-AP2 inh,SR-BI uptake up,Keap1-Nrf2 PPI,RTF Ca sens inh,DAGLB inh
CN(C(=O)c1ccccc1OC1CCN(S(C)(=O)=O)CC1)C1CCOC1 (configuration not stated),-3,-0.3,0,-2,-3,12,2,-1,-6,1
CN(CC(=O)Nc1ccc(F)c(F)c1F)C(=O)/C=C/c1ccc(Cl)cc1,-2,-1.3,-1,-25,-7,-19,25,-2,1,-1
CN(C)S(=O)(=O)N(CC(=O)NCCSCc1ccccc1)c1ccccc1,-4,1.8,-8,-31,0,-10,31,2,-10,2
Cc1ccccc1-n1nc(C)c2cc(C(=O)N3CCN(S(=O)(=O)c4ccccc4)CC3)sc21,-1,0.8,-10,-2,-2,-9,2,-4,-11,0
COc1ccccc1Nc1nc(Cl)nc(Nc2ccccc2OC)n1,-2,1.4,-12,-2,-10,-15,2,1,0,-8
CN1CCN(C(=O)CCCOc2cc(=O)n(C)c3ccccc23)CC1,4,0.5,-8,20,12,3,-20,-3,-8,0
COc1ccc(CN2C(=O)N(c3ccc(OC)cc3)C(=O)C2CC(=O)Nc2ccccc2)cc1 (configuration not stated),.,1.1,-1,-32,3,-4,32,1,-3,-2
O=C(C[C@H]1C/C=C\C[C@@H](Cc2ccc(F)cc2)C(=O)O[C@@H](c2ccccc2)CNC1=O)N[C@@H](CO)Cc1ccccc1,.,-2.5,-11,19,3,-1,-19,-1,-9,-1
CCOc1cnc(-c2ccc(Cl)cc2)o1,0,-1.3,8,-18,-9,25,18,3,2,-5
COc1ccc(S(=O)(=O)N2CCOCC2)cc1NC(=O)c1ccc2c(c1)OCCO2,0,-0.5,-12,28,0,-1,-28,0,0,2
COc1cc(CCC(=O)OCC(=O)Nc2nc(C)c(Cl)cc2Cl)cc(OC)c1OC,.,0.9,3,-5,-8,19,5,-2,1,-4
Cn1c(N)nc2nc(CCc3ccccc3)c(=O)[nH]c2c1=O,4,2.8,-8,.,-7,-2,.,2,-27,8
CCCN1CCN(C(=O)c2cc(COc3ccc(F)cc3F)on2)CC1,-1,-0.9,-12,-2,-11,-5,2,-4,1,-1
COc1c(O)ccc(/C=C(\C#N)c2nc3ccccc3[nH]2)c1[N+](=O)[O-],25,0.9,2,-17,-5,-2,17,6,1,5
O=C(COc1nsnc1N1CCOCC1)Nc1ccc([N+](=O)[O-])cc1,8,0.4,2,6,-2,-3,-6,5,8,-1
Cc1ccccc1CN1C(=O)/C(=C\c2ccc(C(=O)NCCN3CCOCC3)cc2)Sc2ccccc21,2,-3.7,11,36,-2,23,-36,-2,3,2
Cc1ccc(C(=O)c2coc3cc([N+](=O)[O-])c(O)c([N+](=O)[O-])c23)cc1,35,2.5,17,-4,-1,-8,4,-2,11,22
Cc1ccc(O)c(CNc2nc3ccccc3n2C)c1,0,0.4,7,-7,0,-1,7,0,1,0
Cc1cc(N2C(=O)C(O)=C(C(=O)c3ccco3)C2c2ccc(Cl)cc2)no1 (configuration not stated),5,-1.8,3,-21,-6,-7,21,0,-7,7
O=c1[nH]c(CSc2nc3ccccc3o2)nc2c1cnn2-c1ccccc1,0,1.1,8,-26,-6,10,26,-2,-7,6
O=C(O)C(=O)/C(=C\c1ccccc1)c1ccc2ccccc2n1,-6,9.1,-20,-1,-5,5,1,5,0,-1
CC(C)[C@H](NC(=O)N1c2ccccc2NC(=O)[C@@H]1C(C)C)C(=O)N1CCC(C(=O)O)CC1,.,0.1,5,-12,-14,-2,12,1,-1,0
CCc1ccccc1N(CC(=O)NC(C)(C)C)C(=O)CCC(=O)Nc1ccccn1,2,1.3,-10,-16,0,-3,16,-2,-8,0
C[C@H]1CN([C@@H](C)CO)C(=O)Cc2cc(NS(C)(=O)=O)ccc2O[C@@H]1CN(C)CC1CC1,.,0.9,-6,-16,-8,-1,16,-7,-12,1
O=S(=O)(O)c1ccc2c(c1)C(C(Cl)(Cl)Cl)OC(C(Cl)(Cl)Cl)O2 (configuration not stated),-2,-1.4,-6,-3,0,-3,3,3,8,10
CCCc1cc(=O)[nH]c(SCC(=O)Nc2ccc(OCc3ccccc3)cc2)n1,0,0.7,10,-19,5,0,19,2,-3,2
NC(=O)c1ccsc1NC(=O)c1ccc(N2CCCC2=O)cc1,0,0.2,-7,39,2,1,-39,-1,1,0
COc1ccc(S(=O)(=O)N2CC=C(C(=O)Nc3ccc(NC(C)=O)cc3)CC2)cc1,-1,-0.5,3,1,-2,-1,-1,-6,-8,1
CCOc1ccc(C(C)NC(=S)NC2CCCCC2)cc1 (configuration not stated),-2,-2.4,10,3,0,-12,-3,-6,-2,-2
CC(C)(C)C1CCC2(CC1)NC(=S)N(c1ccccc1)N2 (configuration not stated),-9,0.7,1,10,-6,25,-10,-8,-2,0
CCC1(c2ccccc2)NC(=O)N(CC(=O)N(c2ccccc2)C2CCS(=O)(=O)C2)C1=O (configuration not stated),-2,1.6,-22,11,-11,6,-11,2,-5,-2
CC1CN(c2cc(=O)n(-c3cccc(Br)c3)c(=O)[nH]2)CC(C)O1 (configuration not stated),.,0.8,-14,-4,8,-7,4,-9,-8,-2
CCC(CC)C(=O)NCCc1ccc(F)cc1,1,1.9,-16,-10,-9,0,10,0,-5,-1
COc1ccc(NC(=O)c2ccc3[nH]c(C)c(C)c3c2)c(OC)c1,-3,0.0,-15,109*,-4,5,-109,-8,-11,-1
CCCCNC(=O)NCc1cnn(C)c1C,2,0.9,-12,-8,-1,-10,8,-2,-3,1
COC(=O)c1cc(-c2c(C)oc3cc(OC)ccc3c2=O)c(C)o1,-1,0.2,-5,12,-7,0,-2,-4,-2,-4
COc1cccc(OCc2cc(C(=O)N(Cc3ccccc3)CC3CC3)no2)c1,-1,-0.9,-18,-5,2,14,5,0,-3,-10
C#CCOCCOCCOCCNc1nc(N2CCN(C(=O)Cn3cc(CC(C)O)nn3)CC2)nc(N2CCN(C(=O)[C@H]([C@@H](C)O)n3cc(CCCCN)nn3)CC2)n1 (some centres not stated),.,1.6,-9,-9,-5,5,9,-8,10,-1
C=C1[C@H](C)CN[C@H]1CCO,.,-2.1,-2,-17,-11,32,17,2,0,-1
Cc1cc(N)c(NC2=CC(=O)CC(C)(C)C2)cc1C,1,1.6,-5,-15,14,-2,15,-2,-13,1
CC(=O)Nc1cccc(NC(=O)C2CCCN2C(=O)Nc2ccc(C)cc2)c1 (configuration not stated),-2,1.5,-13,-16,1,2,16,-2,-3,0
O=S(=O)(CS(=O)(=O)c1ccc(Cl)cc1)c1ccc(Cl)cc1,-2,-0.6,-9,3,2,-11,-3,-8,-1,-4
Cc1c(=O)n(OCc2ccccn2)c2ccccc2[n+]1[O-],-2,-2.2,-7,8,-2,5,-8,-3,3,-1
COc1ccc(CCNC(=O)c2nn(C)c3c2CS(=O)(=O)c2ccccc2-3)c(OC)c1,5,-1.4,-6,38,12,-10,-38,-3,-9,3
CCOC(=O)Cn1cc(C(=O)c2ccco2)c2ccccc21,0,-0.5,5,38,1,7,-38,2,7,-1
CC1=C/C(=N\OS(=O)(=O)c2ccccc2)C=CC1=O,.,1.8,6,.,-10,47,.,-3,7,4
O=S1(=O)CCOC[C@H](c2ccccc2)N1Cc1ccccc1F,.,1.2,-10,-8,-21,-2,8,0,-5,-6
COc1ccc(S(=O)(=O)Nc2cc(C(=O)NCCCOC(C)C)ccc2N2CCOCC2)cc1,-5,-2.4,-3,-8,1,-1,8,-2,5,-3
CN1CCN(/C=N/c2c(C#N)cnn2-c2ccccc2)CC1,0,0.2,-3,0,0,-1,0,0,-14,-2
COc1cc(Cl)ccc1OCc1cc(C(=O)N2CCCC(OC)C2)no1 (configuration not stated),-3,-0.1,-13,-2,1,21,2,-4,-5,-2
O=C(CN1CCC(NC(=O)c2cccc(F)c2)CC1)NCc1cccs1,-2,0.0,13,-13,-6,1,13,1,-3,-2
O=C(NC1(Cc2ccccc2)CCN(CCCc2ccccc2)C1=O)c1ccccc1 (configuration not stated),.,1.6,-13,13,0,2,-13,-8,-5,2
Cc1ccc([N+](=O)[O-])cc1NC(=S)NCCc1ccccc1,3,-2.0,1,48,-3,0,-48,-2,0,2
CCN(CC)CCCNC(=O)c1cc(-c2ccccc2)c(N2CCCCC2)s1,11,-0.9,-8,41,-2,15,-41,-7,-1,2
CC(NC(=O)c1cccs1)c1nnc(SCc2ccc(Cl)cc2Cl)n1C (configuration not stated),1,0.8,-12,20,-13,3,-20,1,-9,0
Cc1ccc(/C=N/NC(=O)c2ccccc2OCc2ccc(F)cc2)o1,4,-0.2,5,25,-10,-3,-25,-3,9,-5
O=C(COc1ccc(F)cc1)N1CCC(Cc2ccccc2)CC1,-2,1.3,-12,-30,-1,11,30,-3,-4,-9
COc1ccc(S(=O)(=O)N(C)CC(=O)O)c2ccccc12,-2,-0.6,-6,.,-5,5,.,-5,-5,-2
COc1ccccc1NC(=O)c1nc(S(=O)(=O)Cc2ccccc2)ncc1Cl,-3,0.2,-16,2,-7,3,-2,8,2,0
O=C(C[C@@H]1C/C=C\CC[C@H](Cc2ccc(F)cc2)C(=O)OC[C@@H](Cc2ccccc2)NC1=O)NCCO,.,2.3,-17,-22,1,-4,22,-7,-1,2
